TGFb inhibitor: qHTS for Inhibitors of TGF-b. 1.2% of 410,000 active. Potency, µM (doses to about 46.1 µM), for the others: top-dose activity, negative = inhibition, actives largely listed as inhibitors. HepG2 CAGA-GFP TGF-b/SMAD3 reporter, GFP fluorescence, 18 h; TGF-beta stimulated, 500 pg/mL final; note: potency is the fitted concentration of half-maximal effect; % is set by controls: 0 for no effect and ±100 for the full control effect; nearly all actives have a fitted effect of over 65% in size
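Smad-responsive CAGA-GFP expression was quantified in HEPG2 cells exposed to compounds and 500 pg/mL final TGF-beta for 18 h at 37 degrees C; unstimulated wells defined full inhibition.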
EPAC2 antagonist: qHTS for Antagonist of cAMP-regulated guanine nucleotide exchange factor 2 (EPAC2): primary screen | Potency, µM (highest dose often 114 µM), for the others: at the highest dose activity, negative = inhibition, actives largely listed as inhibitors | Rap guanine nucleotide exchange factor 4 (Homo sapiens), Q8WZA2 | AID 720708, 2013 | EPAC2 GEF exchange of Rap1B-BODIPY-GDP, fluorescence | 0.18% of 360,000 active; note: potency is the fitted concentration of half-maximal effect; % is set by controls: 0 for no effect and ±100 for the full control effect; nearly all actives have a fitted effect of over 45% in size; many of its hits are not listed in these tables
Target sequence (Q8WZA2 whole entry, looked up): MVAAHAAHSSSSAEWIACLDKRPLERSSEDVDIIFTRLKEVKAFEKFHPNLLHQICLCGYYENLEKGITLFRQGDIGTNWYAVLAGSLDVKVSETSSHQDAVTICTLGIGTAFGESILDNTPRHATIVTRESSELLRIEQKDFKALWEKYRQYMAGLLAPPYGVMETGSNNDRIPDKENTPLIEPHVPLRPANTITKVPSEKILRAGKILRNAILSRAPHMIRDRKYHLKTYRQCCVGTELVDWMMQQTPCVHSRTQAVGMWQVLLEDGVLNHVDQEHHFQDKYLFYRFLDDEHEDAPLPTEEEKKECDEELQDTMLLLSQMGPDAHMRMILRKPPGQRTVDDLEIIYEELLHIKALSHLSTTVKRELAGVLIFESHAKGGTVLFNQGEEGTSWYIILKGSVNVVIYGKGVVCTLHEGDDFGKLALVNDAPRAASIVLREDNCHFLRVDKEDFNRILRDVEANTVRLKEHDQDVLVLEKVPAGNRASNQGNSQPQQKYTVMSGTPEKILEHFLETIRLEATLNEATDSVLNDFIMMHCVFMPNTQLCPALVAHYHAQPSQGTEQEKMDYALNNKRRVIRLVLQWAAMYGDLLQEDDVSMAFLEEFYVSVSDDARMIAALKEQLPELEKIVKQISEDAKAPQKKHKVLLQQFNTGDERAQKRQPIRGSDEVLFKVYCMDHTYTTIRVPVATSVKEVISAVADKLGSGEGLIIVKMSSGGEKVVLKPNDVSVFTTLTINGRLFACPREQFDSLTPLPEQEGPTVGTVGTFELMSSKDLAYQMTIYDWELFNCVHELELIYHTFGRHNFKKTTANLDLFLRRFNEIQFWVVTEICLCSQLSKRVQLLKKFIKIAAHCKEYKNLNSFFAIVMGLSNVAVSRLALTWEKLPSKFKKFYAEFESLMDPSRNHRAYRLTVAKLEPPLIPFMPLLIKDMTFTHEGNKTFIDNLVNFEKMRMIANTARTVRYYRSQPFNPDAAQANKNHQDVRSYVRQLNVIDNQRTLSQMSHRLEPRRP
A549 tox: Nrf2 qHTS screen for inhibitors: counterscreen for cytotoxicity; A549 ARE-Fluc cells, CellTiter-Fluor viability, 18-24 h; Potency, µM (titrated, usually from 46 µM), inactives show top-dose activity change, negative = cytotoxicity, actives largely listed as inhibitors; 0.16% of 390,000 active; note: potency is the fitted concentration of half-maximal effect; % is set by controls: 0 for no effect and ±100 for the full control effect
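Cytotoxicity counterscreen: CellTiter-Fluor fluorescence was measured in A549 ARE_Fluc cells after 18-24 h of compound exposure in a concentration series. The subsequent BugLite luminescent read reports ARE-luciferase activity.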
CCT chaperon mod: High-Throughput Screening for Modulators of Cytosolic Chaperonin Activity. purified chaperonin ATPase assay, HTRF ADP detection, 30 min. activity change, % (concentration not given with the values), hits read low. 0.3% of 360,000 active; in the data active = activity change below about -30%; note: % is set by controls: 0 for no effect and ±100 for the full control effect
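Nucleotide hydrolysis assay: TRiC at 20–40 nM final (set by batch activity) with 10 uM ATP, 30 min at 37 °C, in presence of 76 uM compound. Detection by competitive ADP HTRF, 30 min ambient.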
Mm-Cpn inhibitor: Inhibitors of TCP-1 ring complex (TRiC) of Methanococcus maripaludis (MmCpn): qHTS; Potency, µM (series often up to 76.9 µM), without a hit: top-dose activity, negative = inhibition, hits mostly inhibitors; 0.031% of 330,000 active; Chaperonin Mm-Cpn (Methanococcus maripaludis); purified Mm-Cpn ATPase, ADP Transcreener TR-FRET; note: potency is the fitted concentration of half-maximal effect; % is set by controls: 0 for no effect and ±100 for the full control effect; nearly all actives have a fitted effect of over 80% in size
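Compound-treated chaperonin, 25 nM final, turns over 10 uM ATP at 37°C for 30 min following a 10 min preincubation; ADP generated competes with ADP-d2 for Eu-cryptate antibody, lowering FRET.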
EPAC2 agonist: qHTS for Agonist of cAMP-regulated guanine nucleotide exchange factor 4 (EPAC2): primary screen; EPAC2 activation, biochemical qHTS; response scale: 100% = 6.5 mM cAMP response; Potency, µM (titrated, usually from 154 µM), inactives show at the top dose activation, hits mostly activators; 0.079% of 360,000 active; AID 720711, 2013; note: potency is the fitted concentration of half-maximal effect; nearly all actives have a fitted effect of over 50% in size
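Compounds were titrated in qHTS against a Rap1B-BODIPY-GDP (250 nM) complex with EPAC2 (100 nM) and GDP (50 uM). BODIPY-GDP release tracked at 480/540 nm over 30 min at room temperature, normalized to 6.5 mM cAMP.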
Nrf2 block: Nrf2 qHTS screen for inhibitors; A549 ARE-Fluc reporter, luciferase luminescence, 18-24 h; Potency, µM (series often up to 46 µM), without a hit: at the top dose activity change, negative = inhibition, usual class: inhibitors; 2.1% of 360,000 active; note: potency is the fitted concentration of half-maximal effect; % is set by controls: 0 for no effect and ±100 for the full control effect; nearly all actives have a fitted effect of over 60% in size
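Nrf2 activity is the BugLite luminescence, read 15 min after reagent at room temperature, following CellTiter-Fluor cytotoxicity readout (30 min, 37C). Compound titrations were applied for 18-24 h to 5000 A549 ARE_Fluc cells/well in 5% FBS OPTI-MEM.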
Akt phos inh: HTS Assay for Inhibitors of Akt Phophorylation: Primary Screen; Neuro2A IGF-stimulated pAkt S473 HTRF, 20 min; stronger effect = lower value; activity change, % for hits at 50 µM; 0.32% of 360,000 active; in the data active = activity change below about -80%; inconclusive = mostly about -51% to -80%; note: % is set by controls: 0 for no effect and ±100 for the full control effect
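Single-point screen (50 µM final compound) in Neuro2A cells stimulated 20 min with 6 nM IGF at 37 deg C. After lysis, Ser473-phosphorylated Akt read by HTRF (ex 330 nm, em 615/665 nm) as the 665/615 ratio.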
Nrf2 activator: qHTS of Nrf2 Activators; 0.31% of 410,000 active; AID 624171, 2012; Potency, µM (top dose mostly 46.1 µM), for the others: at the highest dose activation, usual class: activators; AREc32 ARE-luciferase reporter (MCF7-derived line), luminescence, 24 h; note: potency is the fitted concentration of half-maximal effect; % of control where 0% means no effect; nearly all actives have a fitted effect of over 65% in size
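Luminescent ARE reporter assay in AREc32_Fluc cells: overnight plating at 37 deg C, 24 hr compound incubation, Steady-Glo added, 30 min RT before reading.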
The depositor's hits bear a star; i = inactive; ? = inconclusive; . = not tested or not shown; [ ] = another dose, or the depositor's remark. Unless noted, calls come from the whole dose curve; as a rule, active = well fitted curve in the direction sought with a large enough effect; inconclusive = small, poorly fitted or top-dose-only effect, or another doubt; inactive = no such curve, though single readings can be large; an effect the other way counts as inactive or inconclusive. This is a subset; count on the stated rates, not on these rows.

SMILES	TGFb inhibitor	EPAC2 antagonist	A549 tox	CCT chaperon mod	Mm-Cpn inhibitor	EPAC2 agonist	Nrf2 block	Akt phos inh	Nrf2 activator
CCC(Sc1nc2c(cnn2-c2ccccc2)c(=O)[nH]1)C(=O)OC (configuration not stated)	0.6%	6.4%	-8.4%	-0.8	0.6%	-4.7%	?	i	-0.4%
C=CCn1c(SCC(=O)c2ccc(CNC(C)=O)o2)nc2ccccc2c1=O	-5.9%	1.3%	-6.0%	-1.9	-1.7%	0.3%	.	i	0.6%
COc1ccc(CN(C)C(=O)COc2cccc(-n3cnnn3)c2)cc1OC	1.5%	3.7%	3.5%	-1.0	0.9%	4.8%	-9.8%	i	3.0%
Cc1onc(-c2ccc(Cl)cc2)c1-c1ccnc(SCC(=O)Nc2cc(Cl)cc(Cl)c2)n1	?	-10.7%	-9.1%	0.0	-7.4%	7.4%	-7.6%	i	-0.4%
Nc1c(-c2n[nH]c(=S)n2-c2ccc(Cl)cc2Cl)cnn1-c1ccccc1	?	-2.4%	3.0%	1.6	-0.1%	-9.3%	3.6%	i	0.4%
Cc1ccc(C(=O)COC(=O)CNC(=O)CN2C(=O)c3ccccc3C2=O)cc1	0.0%	5.6%	-0.8%	-1.1	-1.1%	3.8%	2.5%	i	-0.7%
Cn1c2ccccc2c2cnn(CC(=O)Nc3ccccc3C(F)(F)F)c(=O)c21	3.2%	.	-0.3%	.	.	.	7.3%	.	-0.1%
Cc1cccc(C(=O)OC2CCCN(C)C2)c1C (configuration not stated)	0.5%	7.1%	0.0%	0.0	-0.3%	7.2%	19.2%	i	0.6%
COCCCn1c(=O)c2ccccc2n(CC(=O)NC2CCCC2)c1=O	0.3%	3.1%	-1.4%	0.8	-2.7%	-1.6%	0.5%	i	0.1%
COc1ccc(Cl)c(Cn2c(NCc3ccccn3)nc3c2c(=O)n(C)c(=O)n3C)c1	-25.4%	-3.5%	-0.4%	-4.4	1.6%	-0.8%	.	i	2.9%
COCCCNC(=O)C(C)n1c2ccccc2c2cnn(C)c(=O)c21 (configuration not stated)	-24.3%	.	-3.6%	.	.	.	10.6%	.	3.7%
COCCCNc1oc(-c2ccccc2OC)nc1C#N	-4.4%	-2.7%	5.3%	0.2	-12.6%	10.6%	?	i	0.6%
COC(=O)c1cc(C(=O)OCC(=O)N2c3ccccc3NC(=O)C2(C)C)cc([N+](=O)[O-])c1	-3.1%	-9.9%	0.0%	-1.7	-0.2%	0.7%	4.2%	i	-0.3%
COc1ccc(CCN2C(=O)CC(C(N)=O)SC2=Nc2ccccc2)cc1 (configuration not stated)	-17.4%	3.2%	-2.4%	0.6	1.7%	4.0%	0.0%	i	0.3%
O=C(NNC(=S)NC(=O)c1ccc(F)cc1)c1ccncc1	-16.3%	4.6%	-1.0%	0.7	3.8%	4.5%	-8.0%	i	0.0%
COc1ccccc1NC(=O)c1ccc(N2CC3CC(C2)c2cccc(=O)n2C3)c(NC(=O)c2cccnc2)c1 (configuration not stated)	6.0%	-6.0%	9.8%	-1.4	-1.1%	12.5%	-23.8%	i	-0.2%
COCCn1c(SCC(=O)NCc2ccco2)nnc1C(C)C	13.7%	4.7%	-1.1%	-3.5	-1.9%	-2.1%	-0.9%	i	0.2%
Cn1cnnc1SCc1ccc(C(=O)NN)cc1	32.6%[activator]	-6.2%	3.7%	2.7	0.9%	9.1%	13.0%	i	2.1%
O=C(COc1cccc(NC(=O)c2ccco2)c1)c1ccc(F)cc1	-4.9%	-5.1%	0.3%	0.5	0.7%	5.7%	.	i	3.9%
NNC(=O)c1cnn(-c2ccccc2)c1-n1cccc1	-0.8%	4.6%	15.6%	-2.5	-1.7%	12.6%	4.0%	i	-0.7%
COc1ccc(CCNC(=O)C2CC(c3cccc(F)c3)=NO2)cc1 (configuration not stated)	-19.5%	-3.3%	-1.4%	0.0	-3.0%	-3.3%	-9.1%	i	0.5%
COC(=O)c1sccc1NC(=O)CSc1ccccc1NS(=O)(=O)c1ccccc1Cl	-6.8%	-9.1%	7.9%	0.7	-5.2%	14.5%	?	i	14.8%
COc1ccc(-c2cc(C(=O)NCC3CCCO3)c3ccccc3n2)c(OC)c1 (configuration not stated)	18.9%	15.7%	-12.0%	0.9	-1.5%	8.7%	-6.8%	i	0.1%
COc1ccc2[nH]c3c(c2c1)CCN1C(=O)C(CC(=O)NCc2ccc(OC)c(OC)c2)C[C@H](C(=O)N2CCOCC2)[C@@]31CCC1CCCC1 (some centres not stated)	?	-0.7%	-7.8%	2.3	3.1%	2.8%	?	i	3.1%
NC1(C(=O)O)CC1	6.8%	8.1%	2.4%	-2.6	.	1.6%	2.0%	i	-0.4%

Limited to TGFb inhibitor and Akt phos inh, for some of the entries so far:
Molecule	TGFb inhibitor	Akt phos inh
COCCCNc1oc(-c2ccccc2OC)nc1C#N	-4.4%	i
COC(=O)c1cc(C(=O)OCC(=O)N2c3ccccc3NC(=O)C2(C)C)cc([N+](=O)[O-])c1	-3.1%	i

Later entries:
SMILES	TGFb inhibitor	EPAC2 antagonist	A549 tox	CCT chaperon mod	Mm-Cpn inhibitor	EPAC2 agonist	Nrf2 block	Akt phos inh	Nrf2 activator
Cc1cc(C(=O)N(C)Cc2ccc(Br)cc2)no1	-7.7%	2.1%	-5.9%	-2.0	2.4%	9.0%	?	i	-0.8%
Cc1ccc(NC(=O)CN2CCC(NC(=O)C3CCCCC3)CC2)c(Br)c1	-4.8%	11.8%	-1.5%	-2.8	-6.8%	2.8%	-2.0%	i	-0.4%
CNC(=O)/C(C#N)=C/c1ccc(OCCOc2ccccc2)cc1	-4.1%	-8.4%	0.0%	-0.7	0.3%	-6.8%	10.6%	i	7.3%
NC(=O)CSc1ncc(-c2ccc([N+](=O)[O-])cc2)[nH]1	6.1%	0.8%	-6.6%	1.6	2.2%	5.1%	?	i	0.1%
Cc1nnsc1S(=O)c1ccc(Cl)c(Cl)c1 (configuration not stated)	7.8%	-3.4%	-8.9%	-0.7	0.0%	3.7%	-17.4%	i	11.2µM*
CC(=O)N1c2ccc(S(=O)(=O)NCC3CCC(C(=O)Nc4cc(C)ccc4C)CC3)cc2CC1C (configuration not stated)	-29.7%	.	6.8%	.	.	.	?	.	4.2%
CCN(CC)C(=O)COc1ccc(S(=O)(=O)N2CCOCC2)cc1	-2.6%	-4.2%	-11.9%	-4.0	1.3%	5.0%	-3.4%	i	0.0%
CC(=O)Nc1ccc(N=C(C2=C(O)c3ccccc3C2=O)c2ccccc2)cc1	-17.3%	-3.1%[57.1 µM]	20.6µM*	0.2	3.8%	-8.0%	20.6µM*	i	10.0%
CCCN(CCC)C(=O)C1CCN(c2cc(C)nc3c(-c4ccc(OC)c(OC)c4)c(C)nn23)CC1	9.2%	15.5%	-2.3%	-5.8	-14.4%	-5.5%	-28.3%	i	2.9%
Cc1ccc(C(=O)N/C(=C\c2ccc(Cl)cc2)C(=O)NCCCN2CCOCC2)cc1	-12.4%	3.0%	1.3%	-0.7	-3.6%	-8.6%	1.8%	i	-0.1%
C=CCOc1ccc(CNc2nn[nH]n2)cc1OC	?	-6.9%	-5.3%	-1.7	-0.8%	0.5%	11.5%	i	0.2%
Cc1ccc(-c2ccc(=O)n(CC(=O)NCCC(C)C)n2)cc1	-5.7%	1.2%	5.7%	-1.4	-1.6%	1.0%	-17.0%	i	-0.3%
COc1cccc(-c2c(C(=O)N/N=C/c3ccsc3)nnn2-c2nonc2N)c1	5.0%	4.1%	9.3%	0.8	-0.2%	2.2%	4.2%	i	0.4%
CCOC(=O)C1=NN(c2ccc(Cl)cc2)C(c2ccccc2)CC1=O (configuration not stated)	-2.0%	-6.7%	-10.2%	-0.8	-0.8%	7.8%	0.8%	i	-0.2%
COC(=O)c1ccc(NC(=O)CN2C(=O)CC(C)S(=O)(=O)c3ccccc32)cc1 (configuration not stated)	8.8%	0.4%	-4.2%	-0.3	-0.7%	0.4%	-12.8%	i	0.0%
CN(C(=O)c1c[nH]c(=O)cc1C(F)(F)F)c1ccc(Cl)c(Cl)c1	30.9%[activator]	-2.3%	-3.8%	0.5	2.0%	0.6%	-6.4%	i	0.4%
Cc1ccc(C)c(-c2cc(C(=O)Nc3cccnc3)c3ccccc3n2)c1	-0.5%	-21.1%	-7.0%	-2.8	0.5%	18.5%	-21.5%	i	2.9%
O=C(CCS(=O)(=O)c1ccc(Br)s1)Nc1c(F)cccc1F	2.5%	.	12.1%	.	.	.	-14.3%	.	2.8%
CCOC(=O)COc1ccc2c3c(c(=O)oc2c1)CCCC3	-7.1%	-6.9%	-2.9%	-0.2	1.5%	2.9%	-8.7%	i	-0.1%[9.22 µM]
COc1cc(OC)c(NC(=O)Cc2ccc(OC)c(S(=O)(=O)N3CCOCC3)c2)cc1Cl	0.5%	14.8%	1.9%	-0.7	-0.1%	0.6%	-2.3%	i	-0.9%
O=C(NCCc1ccc(Cl)cc1)C1CCC(=O)N1Cc1ccccc1Cl (configuration not stated)	-1.2%	-5.3%	-0.4%	0.3	1.6%	0.1%	-9.1%	i	1.5%
O=C(NC1CC1)c1ccccc1	5.8%	5.6%	.	-1.4	.	5.3%	.	i	-0.4%
O=C(/C=C/Nc1ccc(F)cc1)c1ccc(Br)cc1	1.1%	-1.2%	-6.1%	-0.1	-0.4%	-3.1%	?	i	10.9%
Nc1cc(=O)nc(SCC(=O)Nc2ccccc2)n1CCc1ccccc1	19.3%	.	-1.2%	.	.	.	2.4%	.	-0.4%
CNC(=S)NCc1ccc2[nH]c(C)cc2c1	26.1%	-1.0%	-4.2%	2.9	1.9%	-3.3%	-2.9%	i	0.3%
